XiGFP reactiv = activators of inactive X chromosome reactivation, primary screen, imaging, XiGFP fibroblasts, GFP high-content imaging, set 2; XiGFP mouse fibroblasts, % GFP-positive cells imaging, 3 d; cells co-treated with 5-aza-dC sensitizer; scaled so ellipticine positive control = 100%; activation, % at 7.58 µM; 0.055% of 360,000 active; AID 743238, 2013;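 active = mean normalized replicate activation at least 10% and every replicate at or above 10%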;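 also: 0% = median of on-plate neutral control wells and 100% = ellipticine 6 µM median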
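Assay system – SV40-immortalized XiGFP fibroblast cells, line 68-5-11 · Buffer or medium – DMEM supplemented with 5-aza-dC as sensitizing agent · Dosing – one concentration, pinned · Benchmarks – positive control ellipticine, 6 µM final · Times – 3 days compound exposure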
ERAP1 HTS inh = human ERAP1 aminopeptidase inhibitors, primary screen, biochemical, single point, plate reader | inhibition, % at 10.7 µM | AID 652197, 2013 | recombinant ERAP1, Leu-AMC fluorescence, 60 min | 0.15% of 340,000 active;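 active = mean replicate inhibition of at least 30%, or all replicates individually reaching that 30% level; inactive = mean below 30% and not every replicate reaching it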;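 also: 0% = neutral control wells and 100% = L-leucinethiol positive control wells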
Target sequence (Q9NZ08 whole entry, looked up): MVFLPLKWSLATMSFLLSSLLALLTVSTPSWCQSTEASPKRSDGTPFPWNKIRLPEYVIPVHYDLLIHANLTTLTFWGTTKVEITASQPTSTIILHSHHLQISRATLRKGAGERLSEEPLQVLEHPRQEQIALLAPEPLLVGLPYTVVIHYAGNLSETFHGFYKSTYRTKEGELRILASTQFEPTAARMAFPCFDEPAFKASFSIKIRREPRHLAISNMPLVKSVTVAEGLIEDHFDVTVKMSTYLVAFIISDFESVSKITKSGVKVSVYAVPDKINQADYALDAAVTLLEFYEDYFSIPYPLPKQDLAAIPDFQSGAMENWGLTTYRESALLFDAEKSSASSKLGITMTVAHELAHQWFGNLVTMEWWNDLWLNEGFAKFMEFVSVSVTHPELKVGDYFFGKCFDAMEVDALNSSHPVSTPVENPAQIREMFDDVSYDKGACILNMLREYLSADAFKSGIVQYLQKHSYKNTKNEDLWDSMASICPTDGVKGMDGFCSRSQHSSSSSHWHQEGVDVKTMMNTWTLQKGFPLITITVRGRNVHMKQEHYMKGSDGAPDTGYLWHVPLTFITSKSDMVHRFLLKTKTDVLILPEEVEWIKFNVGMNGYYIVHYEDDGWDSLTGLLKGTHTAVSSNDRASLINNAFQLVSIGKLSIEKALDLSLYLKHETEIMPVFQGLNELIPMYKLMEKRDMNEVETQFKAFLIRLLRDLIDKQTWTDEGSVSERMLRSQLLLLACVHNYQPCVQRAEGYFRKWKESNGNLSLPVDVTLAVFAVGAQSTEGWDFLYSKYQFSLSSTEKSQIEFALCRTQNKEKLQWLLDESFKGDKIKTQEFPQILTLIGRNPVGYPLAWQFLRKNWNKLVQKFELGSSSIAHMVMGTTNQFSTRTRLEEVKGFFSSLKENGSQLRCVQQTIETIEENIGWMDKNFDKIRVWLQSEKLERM
GSIS activator = GLuc luminescence reporter in INS-1E cells, primary screen for activators of glucose-dependent secretion of insulin; INS-1E GLuc reporter insulin secretion, 2-3 h; AID 743287, 2014; activation, % at 16.6 µM; 0.61% of 370,000 active;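 active = lowest replicate activation of at least 40%, so every replicate reaches that level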;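 also: 0% = median of neutral control wells and 100% = median of IBMX positive control wells; some compounds called inactive have numbers as strong as hits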
esBAF inh = Bmi1 luciferase reporter increase in mESCs, primary screen, esBAF inhibitor project, mouse ES cells, Bmi1 luciferase knock-in, single point | 24 h; 100% = twice the neutral-well signal | reporter increase, % at 12.5 µM | 2% of 350,000 active; in the data active = activation above about 40%;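 also: 0% = median of the plate's neutral control wells and 100% = double that signal; a rise in the Bmi1 reporter signal indicates esBAF inhibition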
RAD52 inh = RAD52 DNA annealing inhibitors, primary screen, biochemical, FRET, single point, set 2; DNA repair protein RAD52 homolog (Homo sapiens), P43351; recombinant RAD52 DNA annealing, FRET fluorescence; inhibition, % at 18.7 µM; 0.46% of 360,000 active;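 active = every replicate showing at least 50% inhibition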
RAD54 inh = inhibitors of human RAD54 branch migration, primary screen, biochemical, fluorescence, single point. RAD54 Holliday junction branch migration, FAM/BHQ fluorescence. inhibition, % at 10.4 µM. 0.14% of 360,000 active. DNA repair and recombination protein RAD54-like (Homo sapiens), Q92698;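 active = mean normalized replicate activity at least 40 and at least half of replicates scoring 40 or more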;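 also: 0% = median of neutral control wells and 100% = median of positive control wells; inhibitors cause a drop in the FAM fluorescence signal; in these data hits start at about 50%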
CFTR F508del cor = F508del CFTR correction, initial screen, CFBE line, single point. CFBE cells, YFP halide quenching; stimulated with forskolin plus potentiator P3; % fluorescence drop versus neutral controls. activity (quench increase), % at 7.58 µM. 0.36% of 350,000 active. AID 720511, 2013;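 active = mean added fluorescence quench of at least 8% versus neutral control, with both replicates also reaching 8%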;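 also: cells transiently co-express mutant CFTR-F508del with the halide-sensitive YFP; corrector assay measuring rescue of mutant channel to the surface after 24 h compound exposure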
ARNT-TACC3 inh = disruptors of ARNT/TACC3 protein interaction, primary screen, biochemical, AlphaScreen, single concentration; AID 623870, 2012; inhibition, % at 9.99 µM; 0.66% of 390,000 active; Transforming acidic coiled-coil-containing protein 3 (Homo sapiens), Q9Y6A5; AlphaScreen His-ARNT PAS-B/GST-TACC3 binding, luminescence; TACC3 fragment carries E629A point mutation;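 active = mean inhibition of replicates at least 50% and at least half of replicates each reaching 50%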;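 also: 0% = complete ARNT plus TACC3 wells and 100% = ARNT alone without TACC3; many hits fall short of the cut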
Active calls of the source: *; · = no result given; & = joins results of further samples.

Compound,XiGFP reactiv,ERAP1 HTS inh,GSIS activator,esBAF inh,RAD52 inh,RAD54 inh,CFTR F508del cor,ARNT-TACC3 inh
C[C@H](CO)N1C[C@H](C)[C@@H](CN(C)Cc2ccccc2)Oc2ccc(NC(=O)NC3CCCCC3)cc2C1=O,-1.2,-1,0,6,1,7,-0.6,-11
CC(NC(=O)c1ccncc1)c1ccc(Cl)cc1Cl (centres undefined),0.0,-3,-21,0,-27,-8,0.9,-7
O=C(C1CCN(S(=O)(=O)c2cccc3cccnc23)CC1)N1CCN(c2ccc(Cl)cc2)CC1,0.1,·,-9,9,-5,-1,2.7,-5
CN(C)CC#Cc1ccc([C@@H]2[C@H]3CN(C(=O)C4CCC4)CCCCN3[C@H]2CO)cc1,0.4,3,24,-2,-3,1,-0.8,-13
CC1CC(C)CN(S(=O)(=O)c2ccc3c(c2)oc(=O)n3CC(=O)NCc2cccnc2)C1 (centres undefined),-0.2,·,-13,14,-3,·,0.9,-15
COc1ccc(C(=O)N2CCN(Cc3ccccc3C(F)(F)F)CC2)cc1,0.0,-3,-3,1,-6,-1,-5.0,-34
O=C(C[C@@H]1C[C@@H]2c3cc(NC(=O)NC4CCCC4)ccc3O[C@@H]2[C@H](CO)O1)NCC(F)(F)F,0.0,0,-1,0,0,0,0.0,0
Cc1nc(C)c(-c2csc(Nc3ccc(F)cc3)n2)s1,0.0,-1,-13,·,16,·,-2.3,7
COC(=O)C1=C(C)N(c2ccc(C)c(C)c2)/C(=C/c2ccc(O)cc2)C1=O,0.4,-1,0,-3,-5,·,-3.2,-5
Clc1ccc(-n2nnc(-c3cccnc3)n2)cc1Cl,0.0,2,·,83*,-1,3,1.8,-1
CS(=O)(=O)N1CCN(CC(=O)NC2CCCCC2)CC1,0.3,-2,10,·,-7,·,-1.9,5
CSc1ncc(Cl)c(C(=O)Nc2cccnc2)n1,0.1,2,11,-2,-1,-6,0.3,-4
Cc1noc(C)c1NC(=O)N(C)C[C@H]1Oc2ccc(NC(=O)Cc3ccccc3)cc2C(=O)N([C@@H](C)CO)C[C@@H]1C,0.0,-4,5,-3,-2,9,-0.8,0
Cc1noc(C)c1S(=O)(=O)Nc1ccc2c(c1)C(=O)N([C@H](C)CO)C[C@@H](C)[C@@H](CN(C)C(=O)Cc1ccccc1)OCCCC[C@H](C)O2,-1.0,1,-13,3,4,1,-1.0,-5
COCC#Cc1cnc2c(c1)C(=O)N([C@@H](C)CO)C[C@@H](C)[C@@H](CN(C)C(=O)Nc1cc(F)ccc1F)O2,0.4,·,5,-3,·,·,-0.2,·
Cc1cc(NC(=O)c2sc(Nc3ccc(F)c(Cl)c3)nc2N)no1,0.0,0,-18,6,-2,0,-3.8,1
Cc1ccc(S(=O)(=O)Nc2ccc3c(c2)C(=O)N([C@@H](C)CO)C[C@H](C)[C@H](CN(C)Cc2ccc4c(c2)OCO4)OCCCC[C@@H](C)O3)cc1,-0.1,-1,-30,1,-61,-4,3.9,6
Cc1cccc(C)c1Nc1n[nH]c(=S)s1,0.1,2,13,5,-9,-2,-3.0,·
Cc1ccc(C(=O)NNc2c3ccccc3nc3ccccc23)cc1,0.1,-18,-33,·,0,7,1.4,-2
Cc1ccccc1CN(C)C[C@H]1OCc2cn(nn2)CCCC(=O)N([C@H](C)CO)C[C@@H]1C,-0.1,-3,9,-1,5,9,-2.9,-4
COc1ccc2c3c([nH]c2c1)[C@H](CO)N(C(=O)NC(C)C)CC31CN(Cc2ccc(F)cc2)C1,0.0,0,0,·,19,·,1.0,·
CCOc1cc(/C=N/NC(=O)c2cccnc2)cc(Br)c1OCC(N)=O,0.3,-3,-6,·,-37,·,1.0,-1
O=C(O)CSc1nnc(COc2cccc3ccccc23)n1Cc1ccccc1,0.3,1,-7,·,-10,·,0.4,-3
CC(C)NC(=O)N(C)C[C@H]1Oc2ncc(-c3ccc(C(=O)N(C)C)cc3)cc2C(=O)N([C@@H](C)CO)C[C@H]1C,-0.9,-2,12,2,-3,5,0.9,-9
C[C@@H]1CN([C@H](C)CO)C(=O)c2cc(-c3ccc(C#N)cc3)cnc2O[C@@H]1CN(C)Cc1ccncc1,0.3,-1,14,4,2,4,0.6,-1

Next part; it opens with the two that closed the last part.
Compound,XiGFP reactiv,ERAP1 HTS inh,GSIS activator,esBAF inh,RAD52 inh,RAD54 inh,CFTR F508del cor,ARNT-TACC3 inh
CC(C)NC(=O)N(C)C[C@H]1Oc2ncc(-c3ccc(C(=O)N(C)C)cc3)cc2C(=O)N([C@@H](C)CO)C[C@H]1C,-0.9,-2,12,2,-3,5,0.9,-9
C[C@@H]1CN([C@H](C)CO)C(=O)c2cc(-c3ccc(C#N)cc3)cnc2O[C@@H]1CN(C)Cc1ccncc1,0.3,-1,14,4,2,4,0.6,-1
CCOc1ccc2[nH]c(C(=O)N/N=C/c3cccc(OC)c3OC)cc2c1,0.0,-1,-9,3,-15,-2,-1.3,-6
COC(=O)NCCOc1cc(C)ccc1C,·,2,4,-2,-7,-6,-0.2,0
CC(NC(=O)COC(=O)C12CC3CC(CC(O)(C3)C1)C2)c1ccccc1 (centres undefined),0.1,4,·,·,11,·,2.2,-2
COc1ccc(/C=C(/NC(=O)c2ccccc2)C(=O)Nc2cccc(C(=O)O)c2)cc1,0.1,-21,4,·,-1,2,2.0,-3
C[C@@H]1CCCCO[C@H](CN(C)C(=O)Nc2ccc(C(F)(F)F)cc2)[C@@H](C)CN([C@@H](C)CO)C(=O)c2cc(NS(=O)(=O)c3ccc(Cl)cc3)ccc2O1,-0.1,-1,8,-2,-5,-3,-2.0,-1
O=C(O)c1ccc(/C=N/NC(=S)NC2CCCCC2)cc1,0.1,-11,-8,7,-6,-1,-1.6,-9
CCCCCNC(=O)C(C1CC1)n1c(=O)c(-c2ccco2)nc2ccccc21 (centres undefined),0.4,2,-3,·,-22,·,4.7,·
C=CCn1c(COc2ccc(OC)cc2)nc2ccccc21,0.0,-1,-14,28,-9,-4,0.2,-3
COc1ccccc1Cc1c(-c2ccc(Cl)cc2)nc2ccc(Br)cn12,0.1,-3,0,28,-77,-10,10*,·
CC(C)NC(=O)Nc1ccc2c(c1)CC(=O)N([C@@H](C)CO)C[C@@H](C)[C@@H](CN(C)S(=O)(=O)c1cccs1)O2,0.0,8,-5,-4,9,-2,-1.9,-2
C[C@H]1CN([C@@H](C)CO)C(=O)c2cc(NS(C)(=O)=O)ccc2O[C@H]1CN(C)Cc1ccc(Oc2ccccc2)cc1,-0.1,0,21,-4,5,7,-4.6,4
COc1ccc(CCNC(=O)c2cccs2)cc1OC,0.1,0,8,-10,-4,0,0.2,2
O=C(C1=C[C@H](c2ccccc2)C[C@H](OCc2ccc(CO)cc2)O1)N1CCOCC1,0.0,4&3,-14,-2,3&-45,-17&-8,3.5&-0.6,3&-5
O=C(COC(=O)c1ccncc1)c1ccccc1,0.3,-1,0,·,-4,·,-0.7,-6
COCCn1c(C)cc(C(=O)COc2ncnc3ccc(Br)cc23)c1C,0.0,-3,-8,4,-18,3,0.4,12
COc1ccc(N(CC(=O)Nc2ccccc2OC)S(=O)(=O)c2ccc(NC(C)=O)cc2)cc1,0.1,11,·,-3,-9,2,7.1,-1
COC(=O)C1CCN(Cc2c(C(=O)N3C[C@@H](C)O[C@@H](C)C3)nc3ccc(Cl)cn23)CC1,0.0,3,10,-2,-6,-5,0.4,24
CN(CC(=O)NC(=O)NC1CCCCC1)c1ccccc1,0.0,1,11,0,-10,-1,0.9,9
C[C@H](CO)N1C[C@H](C)[C@H](CN(C)CC2CCCC2)Oc2ncc(Br)cc2C1=O,-0.7,-2,5,-8,-3,3,1.0,-5
CS(=O)(=O)c1ccc(NC(=O)c2ccc3c(c2)S(=O)(=O)N=C2CCCCCN23)cc1,-0.1,-1,28,-4,-20,6,-0.6,1
CC(C)CC1Nc2ccc(C(=O)NCCCN3CCCCC3C)cc2NC1=O (centres undefined),0.0,1,1,-2,-9,3,-3.0,-5
CCCCn1c(N)c(N(CC(C)C)C(=O)c2ccc(OC)c(S(=O)(=O)N3CCOCC3)c2)c(=O)[nH]c1=O,0.4,13,4,-9,-2,-5,-1.0,0
Cc1ccc(S(=O)(=O)N/N=C/c2ccccc2O)cc1,0.0,-2,1,10,3,-1,-0.9,-20
O=C(CN1CCN(C(=O)c2ccco2)CC1)NCc1ccc(Cl)cc1,-0.1,-4,-9,-6,-5,4,1.1,-6
CCOC(=O)C1=C(c2ccccc2)Nc2ncnn2C1c1cccc(O)c1 (centres undefined),0.2,-3,36,0,-8,2,1.0,-5

Going on with the list.
Compound,XiGFP reactiv,ERAP1 HTS inh,GSIS activator,esBAF inh,RAD52 inh,RAD54 inh,CFTR F508del cor,ARNT-TACC3 inh
Cc1ccc(NC(=O)COC(=O)CNC(=O)c2ccc(Br)cc2)c(C)c1,0.6,-2,2,·,-16,·,-3.7,·
CC(C)c1c(O)nc(SCc2ccc(F)cc2)[nH]c1=O,0.0,2,-18,-3,-2,-2,-2.3,-6
CC(=O)C1=C(C)NC2(O)c3ccccc3C(=O)C12O (centres undefined),0.0,·,17,-4,·,·,·,1
N#Cc1c(/N=C/C=C/c2ccccc2)sc2c1CCCC2,·,1,6,22,-6,-4,0.5,5
CCOc1ccc(S(=O)(=O)N2CCCC(C(=O)NCc3cccnc3)C2)cc1Cl (centres undefined),0.0,-5,-11,2,-16,-6,3.2,2
CC(C)C#Cc1ccc2c(c1)O[C@H](CN(C)C(=O)c1ccncc1)[C@H](C)CN([C@@H](C)CO)S2(=O)=O,-0.2,1,-11,1,-14,0,0.0,-5
CCc1nc2ccccc2n1CC(=O)N1CCN(Cc2ccccc2)CC1,-0.1,7,7,·,-14,·,-1.0,·
Cc1cc(C(=O)Nc2cc(C)on2)on1,-0.1,7,·,-6,1,11,-4.8,-4
O=C(NC1CCC1)[C@@H]1[C@@H](CO)[C@@H]2Cn3c(ccc(-c4ccccc4)c3=O)[C@@H]2N1Cc1ccccn1,0.2,-5,2,-2,-14,-3,-0.5,-2
CN(C)CCNC(=O)c1c(CSc2ccc(Cl)cc2)noc1C(=O)NCc1ccccc1,-0.1,-1,-7,-6,26,6,-0.7,-9
CN(C)c1ccc(C(C(=O)NCc2ccccc2)N(Cc2ccco2)C(=O)c2snc(C(N)=O)c2N)cc1 (centres undefined),0.1,2,-3,-4,-24,-2,3.6,-27
Cc1c(-c2ccccc2)n(O)[n+]([O-])c1-c1ccccc1,0.0,1,3,9,0,0,-4.6,·
O=C(COC(=O)CSc1ccc2ccccc2c1)NC1CC1,1.1,·,17,-1,·,4,·,1
CC(=O)Nc1ccc(/C=N/NC(=O)c2cccc(S(=O)(=O)N3CCOCC3)c2)cc1,-0.4,9,2,·,3,·,·,-22
CCCC(=O)Nc1ccc2c(c1)C(=O)N(C)[C@@H]1CC[C@H](CC(=O)Nc3ccccc3)O[C@H]1CO2,0.5,2,-3,-6,12,4,-1.0,2
Cc1ccc(NC(=S)NCc2ccccc2)cc1C,0.0,-2,·,·,-2,·,0.7,-3
COc1cc(/C=C/C(=O)O)cc(S(=O)(=O)Nc2ccccc2Cl)c1OC,0.1,8,0,·,2,·,·,21

Bioassay records as filed in PubChem BioAssay.
